Growth percent in the NCI-60 one-dose screen (48 h, 10 µM unless noted): 100 = growth as untreated, 0 = no growth, -100 = all killed.
CAKI-1 – CAKI-1 renal cancer. AID 1794772. 4.7% of 75,000 active
SF-295 – SF-295 CNS cancer cells; 5.6% of 79,000 active; AID 1794758
UO-31 – UO-31 renal cancer; AID 1794768; 5.2% of 81,000 active
SN12C – SN12C renal cancer cells. 3.8% of 81,000 active. AID 1794767
TK-10 – TK-10 renal cancer cells. AID 1794769. 3.9% of 81,000 active
U251 – U251 CNS tumor cells; AID 1794753; 5.4% of 80,000 active
786-0 – 786-0 renal cancer cells; AID 1794775; 5.1% of 81,000 active
SF-268 – SF-268 CNS cancer cells; 3.1% of 82,000 active
The depositor's hits bear a star; . = no result given. How the source made its calls: active means growth percent below 10; inactive means the rest.

SMILES	CAKI-1	SF-295	UO-31	SN12C	TK-10	U251	786-0	SF-268
CC(C)[O-].CC(C)[O-].CN(CCN(C)Cc1cc(F)cc(F)c1[O-])Cc1cc(F)cc(F)c1[O-].[Ti+4]	-11*	-9.8*	-15*	20	-13*	4.7*	19	6.1*
O=C(NCc1cccc(Cl)c1)C1=NOC(Cc2nc3ccccc3[nH]2)C1 (stereo not given)	102	101	77	100	107	108	98	101
CC(=O)Oc1ccccc1C(=O)Nc1ccc(C(=O)/C=C/c2ccc(F)cc2)cc1	95	101	101	100	.	106	90	111
CCOC(=O)c1c(NC(=O)c2cccc(C(F)(F)F)c2)sc2c1CCC(OCC)=C2	80	54	68	88	52	35	72	60
CC(=O)c1sc(-c2cccc(C)c2)cc1O	94	106	90	107	106	101	99	101
Brc1ccc2[nH]cc(-c3nc(-c4cccnc4)cs3)c2c1	86	74	83	92	91	83	88	88
Nc1ccc(I)cc1Cl	92	106	92	112	113	103	105	95
CCCCCCCCCc1ccc(OC(=O)C(C)C)cc1	96	101	93	93	99	100	101	95
O=C(CSc1nc2ccccc2c(=O)n1C1CCCCC1)Nc1ccc(S(=O)(=O)Nc2ccc(Cl)nn2)cc1	86	101	79	98	109	97	106	101
O=C(/C=C/c1ccc(Cl)c(Cl)c1)c1ccc(Cl)c(Cl)c1	89	101	85	106	112	98	95	99
CC1=N/C(=C\c2ccccc2Cl)C(=O)N1CCc1ccc(S(N)(=O)=O)cc1	92	104	98	.	95	96	98	112
Cc1cc(C)n(C2=NCCN2)n1	112	121	80	105	109	104	102	105
O=c1ccc(=O)n(-c2nc(-c3ccc([N+](=O)[O-])cc3)cs2)[nH]1	101	98	82	101	107	96	81	95
COc1ccc(-c2nnc(-c3ccc4c(c3)nc(-c3ccc(OC)cc3)n4C3CCCCC3)o2)cc1	104	104	80	103	116	101	92	105
COc1c2c(c(OC)c3occc13)OC(C)=C1Sc3[nH]c(=S)[nH]c(=S)c3C12 (stereo not given)	93	110	69	108	87	96	111	96
Cn1cc(-c2cc3nc(-c4cn(C)c5ncc(Br)cc45)cc(N)n3n2)c2cc(F)ccc21	-3.5*	-46*	20	26	16	-26*	-5.1*	58
O=C(NCc1ccc(Cl)cc1Cl)C1COC(=O)N1c1cccs1 (stereo not given)	94	100	79	.	94	91	101	101
Clc1ccc(C(/C=C/c2sc(Cl)nc2Cl)=N/Nc2cc(Cl)cc(Cl)c2)cc1	98	104	83	100	119	101	106	99
Cc1nn(-c2ccc(F)cc2)c2ncnc(Nc3ccc(NC(=O)Nc4c(Cl)cccc4Cl)cc3)c12	90	97	65	89	101	98	111	91
O=C(CSc1nnc(-c2cc(-c3ccccc3)nc3ccccc23)o1)c1ccccc1	.	101	93	101	77	95	91	100
CC(c1ccccc1)N1CSC2=NC(O)=CC(N)N2C1 (stereo not given)	96	100	94	100	102	100	103	102
Cc1nc(/N=C(\N)NC(=O)Nc2cccc(Cl)c2)sc1C	49	77	84	86	111	84	98	89
Fc1cccc(F)c1C#Cc1ccc2cccnc2c1	.	101	54	88	88	81	113	89
Cc1ccc(Sc2oc(-c3ccccc3)nc2S(=O)(=O)c2ccc(C)cc2)cc1	90	99	75	87	93	88	93	102
Cc1ccc(-c2nc3ccccc3o2)cc1NCc1cc(Cc2ccccc2)ccc1O	89	81	57	99	95	92	91	94
Additional results follow.
SMILES	CAKI-1	SF-295	UO-31	SN12C	TK-10	U251	786-0	SF-268
CC1COc2c(N3CCN(C)CC3)c(F)cc3c(=O)c(C(=O)N/N=C/c4ccc5c(c4)OCO5)cn1c23 (stereo not given)	.	100	90	101	105	104	94	98
N#Cc1c(-c2ccccc2)cc(-c2cc(=O)oc3ccc(Cl)cc23)c(C#N)c1N	.	99	78	106	107	105	110	101
CC[N+](CC)(CC)c1ccccc1	.	.	87	99	94	98	105	108
CCCCCCCCCCCC(=O)OCCc1ccccc1	.	99	95	95	99	109	101	100
COc1ccc(-c2nnc(CSc3nc(-c4ccc(F)cc4)c(C#N)c(=O)[nH]3)o2)cc1	92	105	79	101	101	91	100	98
CC(C)c1cccc(C(C)C)c1NC(=O)N1CCCCC1	101	104	95	101	106	100	101	115
FC(F)(F)c1cn(CC2CCNCC2)c2ncnc(Br)c12	.	105	107	99	118	109	109	108
O=C(NC1CC1)c1ccc(-c2nc3ccc4[nH]ncc4c3c3c2CCCC3)cc1	0.7*	.	26	48	8.7*	34	42	35
Cc1ccc2c(c1)C(O)(CC(=O)c1cc3ccccc3oc1=O)C(=O)N2 (stereo not given)	84	104	57	99	156	96	107	95
COC(=O)[C@H](O)[C@@H](N)Cc1ccccc1	97	97	92	97	93	99	104	105
CN(CCCNC(=O)c1cccc(C(=O)O)c1)CCCNC(=O)c1cc(NC(=O)c2cc(NC(=O)c3nc(NC(=O)c4cc(NC(=O)[C@H](N)CCNC(=O)c5nc(NC(=O)c6cc(NC(=O)c7cc(NC(=O)c8sccc8Cl)cn7C)cn6C)cn5C)cn4C)cn3C)cn2C)cn1C	.	105	85	108	107	95	88	96
COc1ccc(/C(O)=C/c2nc3cccc([N+](=O)[O-])c3[nH]c2=O)cc1	98	99	87	109	110	104	110	102
N#CC1(C#N)C(c2c(F)cccc2Cl)C1(C#N)C#N	94	95	91	101	99	107	91	99
COc1ccc(Cn2cc(COc3ccc4c5ccnc(C)c5n(CCCc5ccccc5)c4c3)nn2)cc1	.	92	71	69	103	65	80	77
CN1CCN(c2ccc(Nc3nc(NCCNS(=O)(=O)c4ccc(F)cc4)c4sccc4n3)cc2)CC1	73	109	83	98	124	92	83	79
Nc1nc(-c2c[nH]c3ccccc23)cs1	74	105	59	104	140	96	105	95
O=C(CCNc1ccc2c(c1)C(=O)c1ccccc1C2=O)Nc1ccc2c(c1)C(=O)c1ccccc1C2=O	83	98	60	94	.	92	95	103
CCOc1ccc(-n2cc(-c3ccc(N(C)C)cc3)[n+]3c2CCCCC3)cc1	61	-15*	66	.	8.8*	8.2*	21	29
O=[N+]([O-])c1ccc(/C=N/c2nnc(-c3ccc(Cl)cc3)o2)cc1	93	103	89	100	107	98	96	100
COC(=O)/C=C1/S/C(=N\N=C\c2ccc(OS(=O)(=O)C(F)(F)C(F)(F)C(F)(F)C(F)(F)C(F)C(F)(F)F)cc2)N(c2ccccc2)C1=O (stereo not given)	72	98	96	96	94	90	95	90
O=C(Nc1ccc([N+](=O)[O-])cc1)N1CCC2N(C(=O)Nc3ccc([N+](=O)[O-])cc3)CCC3N(C(=O)Nc4ccc([N+](=O)[O-])cc4)CCC1N23 (stereo not given)	.	94	70	99	106	95	114	102
O=C(O)/C=C/c1ccc(-c2cc(C(F)(F)F)cc(C(F)(F)F)c2)o1	101	95	81	98	106	93	101	104
CC1Nc2nc(N)[nH]c(=O)c2NC1C (stereo not given)	94	107	90	98	112	108	.	101
COc1cc2oc(-c3ccc(NC(=O)c4cccc(Br)c4)cc3)cc(=O)c2c(OC)c1OC	91	76	69	83	71	85	79	94
COC(=O)C(C#N)(C#N)C1N2CN3CN(C2)CN1C3 (stereo not given)	89	102	88	102	97	93	103	98
More results follow:
SMILES	CAKI-1	SF-295	UO-31	SN12C	TK-10	U251	786-0	SF-268
O=C(CI)NC(=O)NC(=O)NCc1ccccc1	5.3*	92	-21*	33	75	84	24	58
Cc1[nH]n(C(N)=S)c(=O)c1N=Nc1ccc(F)c(Cl)c1	103	103	74	96	125	108	96	92
CCOc1ccc(NC(=O)CSc2oc(-c3ccccc3)nc2S(=O)(=O)c2ccc(Br)cc2)cc1	95	98	89	84	101	82	87	95
NC(Cc1ccccc1)=Nc1ccc(S(=O)(=O)O)cc1	101	98	91	102	115	104	102	99
CCCCOC(=O)C=O	95	103	91	97	100	99	.	103
CN(C(=S)S(=O)(=O)C12CC3CC(CC(C3)C1)C2)c1ccccc1	82	105	71	90	107	108	90	94
COc1ccc2[nH]cc(-c3nonc3-c3c[nH]c4ccc(Br)cc34)c2c1	25	26	37	68	50	42	61	47
CCCCOC(=O)c1ccccc1O	107	110	99	107	115	100	109	117
COC(=O)/C(O)=C/c1nonc1-c1ccccc1	97	101	92	99	109	101	96	103
C=CC[Si](CC=C)(OCC)OCC	96	105	102	104	121	98	104	111
CC(C)c1ccc(C(=O)CCCCl)cc1	104	101	100	106	90	102	100	103
O=C(O)CCN1CCN(c2cccc(Cl)c2)CC1	88	87	106	100	138	.	104	117
C/C(=N\NC(=O)Cn1c(C(C)C)nc2ccccc21)c1ccccc1	88	108	98	96	107	97	103	95
CC(=O)C(=Cc1ccccc1O)C(C)=O	99	106	102	95	113	100	93	105
Clc1ccc(-c2nnc(-c3nc4ccccc4nc3Cl)o2)cc1	95	104	82	103	112	105	103	97
O=C(CSc1nc2ccccc2c(=O)n1-c1ccccc1)c1cc2cc(Br)ccc2oc1=O	86	102	86	92	134	89	99	87
CC[N+]1(C)CSC(=S)N(C)C1 (stereo not given)	102	104	98	117	110	108	104	104
COc1ccc(C(=O)NNC(=O)CSc2nc3sc4c(c3c(=O)n2-c2ccc(Cl)cc2)CCCC4)cc1	74	95	65	29	143	42	102	84
NC(CC(N)C(=O)O)C(=O)O (stereo not given)	97	101	95	94	110	94	105	109
N#Cc1c(-c2ccccc2)cc(-c2ccccc2)n(CCCCCC(=O)NO)c1=O	74	94	61	99	92	94	98	97
COc1ccc(C2=NN(C(C)=O)C(c3ccc(OCc4ccc(Cl)cc4)c(OC)c3)C2)cc1OC (stereo not given)	47	38	22	43	44	47	58	47
COc1cc(CNC(=O)CCCC/C=C/C(C)C)ccc1OCc1nnc(Nc2ccccc2F)o1	.	48	53	70	98	84	12	45
COCCOCC(=O)O	101	114	104	101	108	106	102	101
COC(=O)CNC(=O)C(=O)c1c(O)c(O)c(C(C)C)c2cc(C)c(-c3c(C)cc4c(C(C)C)c(O)c(O)c(C(=O)C(=O)NCC(=O)OC)c4c3O)c(O)c12	51	2.0*	1.7*	33	23	4.8*	34	27
CC1=NN(c2ccc(S(=O)(=O)O)cc2)C(=O)C1N=Nc1ccc(-c2ccc(N=Nc3ccc(O)c(C(=O)O)c3)c(C)c2)cc1C (stereo not given)	88	110	71	99	108	104	109	99

No new results follow: an excerpt of the list.
SMILES	CAKI-1	SF-295	UO-31	SN12C	TK-10	U251	786-0	SF-268
CCCCOC(=O)c1ccccc1O	107	110	99	107	115	100	109	117
COC(=O)/C(O)=C/c1nonc1-c1ccccc1	97	101	92	99	109	101	96	103

The list goes on.
SMILES	CAKI-1	SF-295	UO-31	SN12C	TK-10	U251	786-0	SF-268
Cc1noc2c(Cc3ccccc3)nn(CC(=O)N/N=C/c3ccc(Br)cc3)c(=O)c12	58	51	-32*	8.5*	18	18	-25*	75
Clc1ccc(-c2cc3ccccc3c3nc4ccccc4nc23)cc1Cl	90	100	83	98	100	100	102	100
Cc1cc(=O)n2[nH]c(-c3ccc(C(C)(C)C)cc3)cc2n1	.	45	78	78	68	67	54	88
CCc1ccc(-c2nc(SCC(=O)NC3CCCCC3)n[nH]2)cc1	86	16	70	76	89	89	73	83
Cc1cc(Nc2ncn[nH]2)n2ncnc2n1	108	117	87	98	102	105	.	125
CC1=C(C(=O)OCC2CCN(C(=O)OC(C)(C)C)CC2)[C@H](c2cccc(Br)c2)C2=C(CC(C)(C)CC2=O)N1	27	40	31	31	39	30	44	33
Cc1ccc(S(=O)(=O)Oc2ccc3c4c(c(=O)oc3c2)-c2ccccc2C4)cc1	71	92	57	99	99	95	89	90
O=C(O)c1ccc(P(=O)(O)O)c([N+](=O)[O-])c1	95	99	86	101	108	95	110	110
CC1=NN(c2cn3c(-c4ccc(C)cc4)csc3n2)C(=O)C1	85	.	72	96	135	94	101	111
O=C1CN(/N=C\c2ccc([N+](=O)[O-])o2)C(=O)N1	.	83	94	105	88	97	102	103
COc1ccc(-c2ccc(C)n2-c2ccc(-c3nc4cc(Cl)ccc4s3)cc2)cc1	80	97	85	91	82	98	106	111
CN(C)c1ccc(NC(=O)[C@@H]2CCC(=O)N2C)cc1	87	91	93	98	93	94	97	96
NCCc1cnc[nH]1	97	100	106	112	.	103	120	118
CC(CCl)Cn1snc(Cl)c1=O (stereo not given)	93	102	95	102	106	104	105	99
NS(=O)(=O)c1ccc(NC(=O)Nc2nc(-c3ccc(Cl)cc3)cs2)cc1	93	96	96	97	90	104	95	98

2 of the compounds above, with values under each structure.
Results follow in this order: CAKI-1 | SF-295 | UO-31 | SN12C | TK-10 | U251 | 786-0 | SF-268
> COc1ccc(C2=NN(C(C)=O)C(c3ccc(OCc4ccc(Cl)cc4)c(OC)c3)C2)cc1OC (stereo not given)
    47 | 38 | 22 | 43 | 44 | 47 | 58 | 47
> COc1cc(CNC(=O)CCCC/C=C/C(C)C)ccc1OCc1nnc(Nc2ccccc2F)o1
    . | 48 | 53 | 70 | 98 | 84 | 12 | 45

Entries above containing a furan ring, fused or not (three):
SMILES	CAKI-1	SF-295	UO-31	SN12C	TK-10	U251	786-0	SF-268
COc1c2c(c(OC)c3occc13)OC(C)=C1Sc3[nH]c(=S)[nH]c(=S)c3C12 (stereo not given)	93	110	69	108	87	96	111	96
O=C(O)/C=C/c1ccc(-c2cc(C(F)(F)F)cc(C(F)(F)F)c2)o1	101	95	81	98	106	93	101	104
O=C1CN(/N=C\c2ccc([N+](=O)[O-])o2)C(=O)N1	.	83	94	105	88	97	102	103

Compound activity as filed in PubChem BioAssay.

An unsorted share of the library. Share with any hit: about 9.2%.
